# Bioassay records: PubChem, National Center for Advancing Translational Sciences (NCATS)
# FLuc counter – firefly luciferase modulation, counter-screen for miR-21 project; 360,000 compounds, 6.9% hits; AID 588342; purified FLuc, Km substrates, luminescence inhibition; Potency, µM (top dose mostly 57.5 µM), for inactives: at the highest dose activity change, negative = inhibition, usual class: inhibitors; P08659;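 also: potency is read from the fitted curve at half-maximal effect; plate controls were vehicle for no effect and reference inhibitor for full effect; nearly all actives have a fitted effect of over 55% in size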
#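 Purified P. pyralis luciferase (10nM final) with 10uM D-luciferin and 10uM ATP (Km levels) in 50mM Tris acetate pH 7.5, 10mM Mg acetate, 0.01% Tween-20, 0.05% BSA; qHTS 6-point titration, ~60 µM downward; luminescence read.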
# KCNH2 3.1 inh – blocks the human KCNH2 3.1 channel isoform; U2OS KCNH2 3.1, thallium flux FluxOr; hits give low values; activity change, % (tested at about 1.8 µM); 340,000 compounds, 0.95% hits; AID 720553;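 active = maximum activity change below -70%; inconclusive = maximum activity change from -70% to -50%; inactive = maximum activity change above -50%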;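 also: thallium influx rate constant from kinetic fluorescence after stimulation buffer; % is scaled to controls: 0 for no effect and ±100 for the full control effect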
#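 We transduce U2OS cells with the mutant 3.1 virus, culture them overnight, load FluxOr with Red40 quencher for 45 min, then add stimulation buffer and read kinetically for 2 min to derive a normalized rate constant.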
# Rab9 promoter act – activators of Rab9 promoter | Huh7 Rab9 promoter-luciferase reporter, luminescence, 24 h | Potency, µM (series often up to 9.22 µM), inactives show top-dose activation, negative = inhibition, actives largely listed as activators | 320,000 compounds, 2.8% hits | AID 485297; also: potency is read from the fitted curve at half-maximal effect; % of control where 0% means no effect; nearly all actives have a fitted effect of over 60% in size
#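 Huh7 reporter line, Rab9 promoter upstream of luciferase. Compound exposure 24 h at 37 °C in reduced-serum medium with 10% FBS. Read-out: luminescence.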
# RORgamma inh – blocks mouse ROR gamma transcriptional activity | P51450 | Drosophila S2 Gal4-RORgamma UAS-luciferase reporter, 20 h | Potency, µM (top dose mostly 53.6 µM), inactives show top-dose activity change, negative = inhibition, hits mostly inhibitors | 310,000 compounds, 5.4% hits | AID 2551; also: potency is read from the fitted curve at half-maximal effect; % is scaled to controls: 0 for no effect and ±100 for the full control effect; nearly all actives have a fitted effect of over 60% in size
# Target sequence (P51450 whole entry, looked up, the tested form may be a part): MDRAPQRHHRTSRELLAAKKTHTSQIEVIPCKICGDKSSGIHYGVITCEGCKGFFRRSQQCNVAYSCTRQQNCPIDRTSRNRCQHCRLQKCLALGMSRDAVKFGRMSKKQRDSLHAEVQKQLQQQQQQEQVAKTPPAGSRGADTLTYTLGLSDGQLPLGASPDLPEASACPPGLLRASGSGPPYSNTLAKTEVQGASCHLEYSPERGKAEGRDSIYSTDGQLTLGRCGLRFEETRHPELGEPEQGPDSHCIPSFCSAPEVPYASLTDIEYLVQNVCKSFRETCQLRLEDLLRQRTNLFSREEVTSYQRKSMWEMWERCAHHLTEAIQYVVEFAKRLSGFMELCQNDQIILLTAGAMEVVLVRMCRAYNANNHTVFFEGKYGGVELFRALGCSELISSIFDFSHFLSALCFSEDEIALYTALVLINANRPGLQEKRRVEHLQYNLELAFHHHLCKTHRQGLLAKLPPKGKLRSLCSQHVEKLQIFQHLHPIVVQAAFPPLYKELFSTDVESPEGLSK
#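 Read-out: Photinus luciferase luminescence; inhibitors lower reporter signal. Insect Schneider cells with Gal4-ROR gamma fusion under metallothionein promoter, UAS reporter; 700 uM final copper sulfate induction, 20 hr, ambient temperature.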
# NPC1 promoter act – NPC1 promoter activation | Potency, µM (doses to about 9.22 µM), without a hit: at the highest dose activation, hits mostly activators | 320,000 compounds, 2.4% hits | AID 485313 | Huh7 NPC1 promoter luciferase reporter, 24 h;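 also: potency is read from the fitted curve at half-maximal effect; % of control where 0% means no effect; nearly all actives have a fitted effect of over 60% in size; reporter is driven by a mutant NPC1 promoter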
#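 Cells: Huh7 expressing luciferase under the NPC1 promoter, 1500/well. Seeded 2 h, compound added, incubated 24 h at 37 °C. Luciferase reagent, 10 min ambient, then luminescence.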
# Mito fusion act – blocks mitochondrial division or promotes mitochondrial fusion; Potency, µM (series often up to 46.1 µM), for the others: top-dose growth rescue (activation), hits mostly activators; AID 485298; S. cerevisiae fusion-defective mutant growth rescue, CellTiterGlo 48 h; 320,000 compounds, 0.23% hits;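 also: potency is read from the fitted curve at half-maximal effect; % of control where 0% means no effect; nearly all actives have a fitted effect of over 45% in size; temperature-sensitive fusion mutants such as fzo1-1 at 37 °C on non-fermentable ethanol glycerol medium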
#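 Temperature-sensitive fusion-defective S. cerevisiae (e.g. fzo1-1, mgm1-5) were grown with compound in YPEG medium (3% ethanol, 3% glycerol) for 48 hours at 37C. Growth rescue was measured as viability by CellTiterGlo luminescence after 10 minutes at ambient.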
# ELG1 repair inh – inhibitors of ELG1-dependent DNA repair in HEK293T cells; 330,000 compounds, 2.3% hits; HEK293T ELG1-luciferase reporter, luminescence, 16 h; DNA damage induced by 5-fluorouridine; Potency, µM (doses to about 46.1 µM), without a hit: at the top dose activity change, negative = inhibition, hits mostly inhibitors; also: potency is read from the fitted curve at half-maximal effect; % is scaled to controls: 0 for no effect and ±100 for the full control effect; nearly all actives have a fitted effect of over 55% in size
#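 Cells (2,000 per well) received 5-fluorouridine plus test compound or DMSO and were incubated 16 hr at 37 °C, 5% CO2. Luciferase activity was read by luminescence 30 min after ONE-Glo addition; signal suppression marked inhibition of damage-induced ELG1 function.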
# Menin MLL FP TR – inhibitors of human menin-MLL interaction, mutant MLL peptide. O00255. Menin + Texas Red MLL mutant peptide, fluorescence polarization. 270,000 compounds, 0.23% hits. Potency, µM (top dose mostly 61.6 µM), for the others: at the highest dose FP activity change, negative = inhibition, actives largely listed as inhibitors; active = well fitted inhibition curve with a large enough effect in the polarisation, with a control signal flat, not every such curve was filed as active; inconclusive = small, poorly fitted or top-dose-only effect, or effect the other way, or a change in a side signal; inactive = no such curve, though single readings can be large or run the other way; the % refers to the polarisation; also: potency is read from the fitted curve at half-maximal effect; % of control where 0% means no effect; many of its hits are not listed in these tables
# MBNL1 CUG block – inhibitors of human MBNL1 binding to CUG repeat RNA | TR-FRET MBNL1-His/biotin-(CUG)12 binding, 665/545 ratio | Potency, µM (series often up to 57.5 µM), for inactives: at the top dose activity change, negative = inhibition, hits mostly inhibitors | 280,000 compounds, 0.036% hits | AID 2675; active = well fitted inhibition curve with a large enough effect in the signal ratio, with a control signal flat, not every such curve was filed as active; inconclusive = small, poorly fitted or top-dose-only effect, or effect the other way, or a change in a side signal; inactive = no such curve, though single readings can be large or run the other way; the % refers to the signal ratio; also: potency is read from the fitted curve at half-maximal effect; % is scaled to controls: 0 for no effect and ±100 for the full control effect
# Target sequence (Q9NR56 whole entry, looked up): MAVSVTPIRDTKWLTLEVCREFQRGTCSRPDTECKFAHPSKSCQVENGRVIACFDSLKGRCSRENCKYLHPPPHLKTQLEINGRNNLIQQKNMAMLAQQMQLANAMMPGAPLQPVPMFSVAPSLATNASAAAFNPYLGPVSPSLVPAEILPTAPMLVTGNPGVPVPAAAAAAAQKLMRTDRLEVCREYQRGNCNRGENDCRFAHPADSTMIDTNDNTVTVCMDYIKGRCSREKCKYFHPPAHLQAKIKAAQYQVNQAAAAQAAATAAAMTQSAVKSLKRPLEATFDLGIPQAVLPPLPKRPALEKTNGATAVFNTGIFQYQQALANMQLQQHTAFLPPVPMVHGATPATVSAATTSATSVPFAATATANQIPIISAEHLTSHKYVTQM
#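 Compounds (final 92 nM to 58 uM) are added to His-tagged MBNL1 and biotin-(CUG)12, then terbium anti-His antibody and streptavidin-XL665 (5 nM final). After 60 min at room temperature, the 665/545 nm ratio is read.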
# PKM2 activator – PKM2 (human) enzyme activation. 260,000 compounds, 0.34% hits. purified PKM2, Kinase-Glo ATP luminescence, activation; response scale: 0% is enzyme alone, no compound. Potency, µM (doses to about 57.5 µM), without a hit: at the top dose activation, hits mostly activators; also: potency is read from the fitted curve at half-maximal effect; % is scaled to controls: 0 for no effect and ±100 for the full control effect; nearly all actives have a fitted effect of over 55% in size
#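 Purified hPK-M2 (>95% pure) converted ADP (0.1 mM final) to ATP with 0.5 mM PEP in 50 mM imidazole pH7.2, KCl, MgCl2, Tween 20, BSA; 1 h at room temperature. ATP detected by Kinase-Glo luminescence.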
# Gal4-VP16 FLuc – counter-screen for ROR gamma inhibitors: Gal4-VP16 reporter; 310,000 compounds, 3.5% hits; Drosophila S2 Gal4-VP16 UAS-luciferase, luminescence, 20 h; Potency, µM (highest dose often 53.6 µM), inactives show at the top dose activity, negative = inhibition, hits mostly inhibitors;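 also: Gal4-VP16 expression switched on by copper sulfate through the metallothionein promoter; potency is read from the fitted curve at half-maximal effect; % is scaled to controls: 0 for no effect and ±100 for the full control effect; nearly all actives have a fitted effect of over 50% in size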
# The depositor's hits bear a star; ? = inconclusive; · = not tested or not shown; [ ] = dose if it differs, or a comment. Unless noted, calls follow the shape of the dose curve; as a rule, active = well fitted curve in the direction sought with a large enough effect; inconclusive = small, poorly fitted or top-dose-only effect, or another doubt; inactive = no such curve, though single readings can be large; an effect the other way counts as inactive or inconclusive. A portion of the library; count on the stated rates, not on these rows.
SMILES,FLuc counter,KCNH2 3.1 inh,Rab9 promoter act,RORgamma inh,NPC1 promoter act,Mito fusion act,ELG1 repair inh,Menin MLL FP TR,MBNL1 CUG block,PKM2 activator,Gal4-VP16 FLuc
COc1ccc(CCNC(=O)C23CN(Cc4ccccc4)CC2C(c2ccc([N+](=O)[O-])cc2)=NO3)cc1 (stereo unspecified),0%,?,-2%,-7%,-5%,27%,?,-21%,18%,-2%,-9%
O=c1[nH]c2ccccc2nc1C(F)(F)F,1%,3,3%,16%,-2%,1%,8%,·,·,2%,-15%
Cc1c(NS(=O)(=O)c2ccc(Br)s2)c(=O)n(-c2ccccc2)n1C,-1%,-2,·,19%,·,-3%,·,-21%,-3%,-10%,-6%
O=C1OCCC1Sc1nnnn1-c1ccc(Cl)cc1 (stereo unspecified),11µM*,22,-2%,-32%,-4%,0%,-16%,6%,-5%,20%,-27%
C=CCn1c(SCC(=O)c2c(C)[nH]c3ccccc23)nnc1-c1ccncc1,0%,-6,-12%,-14%,-4%,1%,16%,3%,-4%,-5%,-4%
CC(C)C1/C(=N/O)CC(c2ccccc2)NC1c1ccccc1 (stereo unspecified),-3%,-1,1%,9%,-1%,18%,16µM*,·,-10%,-12%,2%
Cc1ccn(CC(=O)N2CCCC(Nc3ccc(F)c(F)c3)C2)n1 (stereo unspecified),2%,1,-11%,-4%,-6%,0%,7%,·,-4%,4%,-5%
COc1ccc(-n2c(O)c(/C=N/NS(=O)(=O)c3ccc(C)c([N+](=O)[O-])c3)c3ccccc3c2=O)cc1OC,-5%,23,1%,-29%,-1%,3%,8%,?,?,8%,1%
CN(C1CCS(=O)(=O)C1)S(=O)(=O)c1cccc2nsnc12 (stereo unspecified),0%,7,-4%,-8%,8%,-1%,-3%,6%,?,0%,6%
Cc1ccc(-c2nc3ccccc3s2)cc1S(=O)(=O)N1CCCC1,?,-11,17%,44%,14%,-6%,?,15%,6%,5%,3%
CC(=O)Nc1ccc(C(=O)N(C)c2ccccc2)cc1,-1%,5,-1%,7%,-2%,0%,1%,0%,2%,-4%,4%
CC(C)(C)C(=O)NC1CC2CCCC(C1)N2C(=O)Nc1ccc(Cl)cc1 (stereo unspecified),-1%,2,8%,-11%,7%,2%,?,4%,-8%,0%,-12%
Cc1cc(C)nc(SCC(=O)N2CCCCC2)n1,1%,0,-3%,10%,5%,-1%,8%,0%,5%,-8%,0%
CCn1c(SCC(=O)Nc2ccc(NC(C)=O)cc2)nc2c([nH]c3ccccc32)c1=O,2%,-6,8%,-28%,6%,-1%,?,?,8%,-2%,-4%
Cc1c(NC(=O)CN2C(=O)C3C4C=CC(C4)C3C2=O)c(=O)n(-c2ccccc2)n1C (stereo unspecified),1%,5,-3%,26%,-5%,-1%,-9%,?,5%,-2%,-8%
O=C1NC2(CCCCC2)Oc2ccccc21,3%[2.3 µM],3,1%,13%,1%,1%,18%,-26%,4%,-6%,-24%
CC(C)(C)OC(=O)NCCCCCNC(=O)c1[nH]cnc1C(=O)N[C@@H](CCCCNC(=O)OC(C)(C)C)C(=O)OC(C)(C)C,4%,-11,-6%,?,-7%,-4%,?,?,14%,-3%,?
CCOCC(=O)Nc1sc2c(c1C(=O)OCC)CCCC2,-7%,10,0%,?,0%,18%,-29%,14%,8%,-16%,-1%
COc1cccc(C(=O)NC23CC4CC(CC(C4)C2)C3)c1,17µM*,-2,4%,-5%,3%,7%,2%,?,0%,-5%,4%
CCN(CC)c1ccc(/C=N/N2CCOCC2)c(O)c1,13µM*,8,3.5µM*,20%,?,5%,?,1%,?,18%,-11%
Clc1ccc(OCc2nn3c(-c4ccco4)nnc3s2)cc1,-10%,-13,-2%,0%[10 µM],0%,?,-10%,-11%,-8%,8%,9%
COc1ccccc1CNC(=O)c1sccc1-c1ccccc1,3%,-9,3%,3%,4%,5%,-8%,0%,1%,1%,10%
O=C(N/N=C/c1ccc(OC(F)F)cc1OC(F)F)c1ccc(Br)cc1,-8%,0,-1%,35%[10 µM],-6%,-13%,?,9%,·,0%,-16%
Cc1ccc(-n2cnn(-c3ccc([N+](=O)[O-])cc3[N+](=O)[O-])c2=O)cc1,?,15,14%,2%,-2%,?,17%,?,?,·,28%
O=C(NCC1CCCO1)C1CCN(S(=O)(=O)c2cccc3nonc23)CC1 (stereo unspecified),2%,·,3%,-33%,-4%,-5%,3%,7%,?,-1%,6%
Cc1ccc(CC2S/C(=C(/C#N)C(=O)NCc3ccco3)N(c3ccccc3)C2=O)cc1 (stereo unspecified),1%,-3,9%,-12%,2%,0%,16%,-2%,-6%,14%,2%
Cc1ccc(NS(=O)(=O)c2ccccc2)c2c1CC(C)(C)O2,14%,49,-5%,2%,-3%,-2%,3%,-10%,-4%,-2%,-2%
COc1ccc(C2=NOC(C(=O)Nc3ccc(C)cc3)C2)cc1OC (stereo unspecified),-4%,-6,0%,41%,1%,0%,-20%,-5%,5%,0%,11%
CN(C)CCCn1c(NC(=O)C2CCCCC2)nc2ccccc21,1%,1,-1%,-4%[0.365 µM],-1%,-5%,?,-6%,-5%,-4%,·
C=CCNC(C(=O)Nc1cccc(OC)c1)c1ccccc1 (stereo unspecified),-5%,-18,1%,8%,1%,-9%,-11%,-22%,-9%,1%,-8%
COc1ccccc1CNC(=O)C1CCN(S(=O)(=O)c2ccc3c(c2)NC(=O)CO3)CC1,2%,-5,2%,15%,-2%,0%,12%,·,-5%,·,7%
COCCNC(=S)N(CCc1c(C)[nH]c2ccc(F)cc12)Cc1cccs1,2%,10,-2%,7.9µM*,0%,?,?,?,12%,1%,?
COc1ccc(NC(=O)C(c2ccc(C)cc2)N(C)C(=O)c2cnccn2)cc1 (stereo unspecified),-1%,16,2%,27%,0%,0%,4%,12%,1%,-3%,1%
Cc1ccc(NC(=O)N2CCCn3c(SCC(=O)c4ccccc4)nnc32)cc1,0%,-39,-3%,1%,-2%,-6%,2%,·,-1%,4%,-7%
CCc1ccccc1-n1ncc(C(=O)Nc2ccccc2OC)c1C,0%,-14,5%,21%,-4%,-6%,-15%,3%,5%,0%,15%
CCOC(=O)c1c(C)[nH]sc1=S,-10%,-2,3%,6.3µM*,0%,-2%,-1%,29%,250%[activator],3%,?
CCCCn1nc2cc(C(=O)NCC3CC3)ccc2c1OCC,-2%,-6,-1%,-12%,-2%,-3%,12%,-5%,12%,2%,-7%
CC1CCCCN1C(=O)Nc1ccccc1Cl (stereo unspecified),-5%,7,-5%,-11%,1%,-1%,?,1%,-7%,8%,-14%
COc1ccc(-c2csc3ncn(-c4cccc(C)c4)c(=O)c23)cc1OC,-3%,0,-1%,30%,-9%,?,-7%,1%,7%,-12%,0%
COc1ccc2nc(SCC(=O)Nc3ccccc3C)[nH]c2c1,-2%,-11,-5%,31%,-3%,-2%,2%,3%,-8%,1%,-10%
COc1ccc(CSc2nnc(NC(C)=O)s2)cc1[N+](=O)[O-],3%,-1,-3%,-16%,-8%,-2%,15%,?,6%,25%,-7%
O=C(CCC1CCCCC1)NCCS(=O)(=O)N1CCN(c2ccc(F)cc2)CC1,-1%,-25,-10%,·,-3%,24%,-18%,·,·,·,·
Cc1ccc(C(=O)NNC(=O)CNc2cccc(Cl)c2)cc1,-1%,-4,3%,7%,-1%,5%,6%,16%,-11%,1%,5%
Cc1ccc(S(=O)(=O)c2cc3c(=O)n4ccccc4nc3n(C)c2=N)cc1,3%,6,-3%,11%[0.365 µM],2%,3%,0%,20%,?,-7%,·
COc1ccc(CCNC(=O)c2cnc(Cl)c(Cl)c2)cc1,-8%,9,-6%,-4%,1%,-3%,8%,13%,-10%,·,-1%
CCn1cc(CN2CCC(n3nccc3NC(=O)c3cccc(F)c3)CC2)c(C)n1,0%,-2,2%,-25%,2%,-3%,?,·,-3%,1%,-1%
